# High-throughput results as filed in PubChem BioAssay.
# sPLA2-III inh: Blocks human group III sPLA2 activity; QFRET BODIPY PC-A2 liposome hydrolysis, fluorescence; inhibition, % at 12.2 µM; Q9NZ20; 370,000 compounds, 0.56% hits; AID 743126;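 active = inhibition above mean plus 3 SD of compounds lying within the high and low control bounds, cut at about 19% in these data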;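 note: 0% = median of test compound wells and 100% = no enzyme DMSO wells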
# Target sequence (Q9NZ20 whole entry, looked up): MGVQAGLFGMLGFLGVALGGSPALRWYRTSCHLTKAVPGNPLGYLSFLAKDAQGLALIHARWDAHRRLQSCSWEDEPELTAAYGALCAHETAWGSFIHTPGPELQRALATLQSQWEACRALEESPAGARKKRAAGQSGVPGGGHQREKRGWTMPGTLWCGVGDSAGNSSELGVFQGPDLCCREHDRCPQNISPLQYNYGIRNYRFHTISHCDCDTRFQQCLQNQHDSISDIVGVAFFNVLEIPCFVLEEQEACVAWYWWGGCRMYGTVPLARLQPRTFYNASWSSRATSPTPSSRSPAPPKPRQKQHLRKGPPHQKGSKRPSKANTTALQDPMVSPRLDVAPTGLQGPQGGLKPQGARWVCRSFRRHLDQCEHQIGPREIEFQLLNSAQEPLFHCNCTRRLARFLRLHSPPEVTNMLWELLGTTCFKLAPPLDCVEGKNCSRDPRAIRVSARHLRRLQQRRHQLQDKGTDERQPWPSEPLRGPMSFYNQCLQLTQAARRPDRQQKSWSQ
# PLCg1 inh: inhibitors of human phospholipase C gamma1; 370,000 compounds, 0.84% hits; purified PLC-gamma1, fluorogenic substrate, fluorescence; inhibition, % at 12.2 µM; in the data active = inhibition above about 9.5%
# KLK7 zymogen act: proKLK7 (human) activation, primary screen. activation, % at 7 µM. 370,000 compounds, 0.9% hits. purified proKLK7, EDANS-DABCYL substrate fluorescence; 100% is mature enzyme control, 0% vehicle;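 active = activation above the mean of all tested compounds plus 3 SD, computed per campaign excluding outliers beyond control limits, cut at about 13% in these data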
# DDE Tn6 FP inh: disrupts Tn6 cyclic peptide binding to fibrin D-Dimer-E complex; P02675; Fibrin DD(E) TRITC-Tn6 fluorescence polarization displacement; inhibition, % at 8.3 µM; 370,000 compounds, 0.21% hits; AID 720509;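 active = inhibition above a per-campaign cutoff: mean of compounds within control limits plus 3 SD, cut at about 15% in these data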;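 note: 0% = median of all compound wells on the plate and 100% = blocking peptide control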
# UHRF1 MBD2 ctr: blocks human UHRF1 binding to methylated DNA. UHRF1 binding to methylated oligo, TR-FRET. inhibition, % at 4.4 µM. 370,000 compounds, 0.75% hits. AID 687016; in the data active = inhibition above about 21%;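 note: UHRF1 SRA domain binding a hemimethylated CpG hairpin DNA probe; 0% = median of test compound wells and 100% = reference inhibitor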
# ASAP1 GAP inh: blocks human ASAP1-stimulated Arf1 GTP hydrolysis; AID 624377; Q9ULH1; inhibition, % at 16.5 µM; GDP FP detection; 360,000 compounds, 0.19% hits; in the data active = inhibition above about 25%;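 note: 0% = vehicle with enzyme and substrate and 100% = no enzyme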
# Target sequence (Q9ULH1 325-724 limits assumed): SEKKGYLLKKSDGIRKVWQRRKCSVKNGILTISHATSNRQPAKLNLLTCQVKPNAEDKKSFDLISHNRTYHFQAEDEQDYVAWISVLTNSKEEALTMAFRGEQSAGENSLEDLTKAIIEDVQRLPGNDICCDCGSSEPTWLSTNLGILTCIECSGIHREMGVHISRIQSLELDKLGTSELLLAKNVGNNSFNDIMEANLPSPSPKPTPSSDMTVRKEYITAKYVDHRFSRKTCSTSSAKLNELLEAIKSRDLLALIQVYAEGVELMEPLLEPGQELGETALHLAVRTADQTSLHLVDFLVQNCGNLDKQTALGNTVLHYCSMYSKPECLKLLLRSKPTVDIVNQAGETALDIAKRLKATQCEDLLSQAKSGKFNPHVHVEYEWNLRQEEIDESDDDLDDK
# ARFGAP1 inh: rat ARFGAP1 inhibition; Q62848; Arfgap1-stimulated ARF1 GTP hydrolysis, GDP FP detection; inhibition, % at 16.5 µM; 360,000 compounds, 0.26% hits;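 active = inhibition above a per-plate limit, mean inhibition of low control wells plus 3 SD, cut at about 25% in these data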;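 note: 0% = DMSO wells with enzyme and 100% = wells lacking Arfgap1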
# Target sequence (Q62848 1-136 limits assumed): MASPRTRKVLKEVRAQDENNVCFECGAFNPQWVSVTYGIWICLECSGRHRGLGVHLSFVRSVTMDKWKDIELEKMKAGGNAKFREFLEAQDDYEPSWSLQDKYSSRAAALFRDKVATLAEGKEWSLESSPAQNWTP
#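 material = rat Arfgap1 catalytic domain, aa 1-136 | also added = human ARF1(Δ1-17)-GTP substrate | compound dosing = one concentration, 16.5 µM, DMSO 1.26% | times = GTP hydrolysis reaction 2 h at 25 °C | measured by = FP, GDP Alexa 633 tracer displaced from anti-GDP antibody, 620/688 nm | evaluation = percent inhibition of Arfgap1-stimulated GTP hydrolysis | replication = single well per compound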
# Tn7 DDE FP: inhibitors of Tn7 peptide binding to human fibrin DD(E). P02675. FP displacement of FITC-Tn7 peptide from fibrin DD(E); 0% = median of compound wells per plate. inhibition, % at 8.3 µM. 370,000 compounds, 0.13% hits. AID 720508;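 active = inhibition above the mean of compounds falling within the control limits plus 3 SD of them, cut at about 14% in these data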;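 note: 0% = plate median of compound wells and 100% = 10 µM Aha-Tn7 peptide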
#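 Assay system: Human clot-derived fibrin DD(E) complex | Buffer or medium: Tris/NaCl/CaCl2 buffer, pH 7.8 | Repeats: One replicate per compound | Benchmarks: Aha-Tn7 high control | Measure: % inhibition scaled between sample-field median and high-control FP | Schedule: 10 min plus 3 h, room temperature | Signal: Fluorescence polarization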
# Rev-erbA mod: modulators of human Rev-erb alpha DNA binding; Rev-erbα–FITC-DNA binding, fluorescence polarization, 90 min; activity, % at 10 µM; 370,000 compounds, 0.79% hits; AID 1259318;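 active = activity above about 14%, limit read from the data; passing the limit was not always enough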;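 note: 0% = DMSO wells with 35 nM protein and 100% = DMSO wells with 750 nM protein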
# PLC-beta3 inh: PLC-beta3 (human) inhibition, primary screen. Purified PLC-beta3, fluorogenic substrate, fluorescence. inhibition, % at 12.2 µM. 370,000 compounds, 0.18% hits; in the data active = inhibition above about 11%;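 note: 0% = median of compound wells on plate and 100% = full blocker control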
# * hit, by the source's call; i = inactive; nt = not tested or not shown.
# The opening 3 records, ahead of the listing:
1) CCN(CC)S(=O)(=O)c1cc(C(=O)OCC(=O)c2ccc3c(c2)NC(=O)CO3)ccc1F
2) CCN=C(NCC)SC1CC(=O)N(c2ccc(OCC)cc2)C1=O (stereo not given)
3) CN(C)C1=NC[C@H](Cc2ccccc2)N1CCc1cccc(F)c1
screen / no.	1	2	3
sPLA2-III inh	-12	-3	7
PLCg1 inh	1	0	0
KLK7 zymogen act	-0.5	0.9	-0.2
DDE Tn6 FP inh	2	5	0
UHRF1 MBD2 ctr	-1	-1	6
ASAP1 GAP inh	13	0	6
ARFGAP1 inh	-4	-7	0
Tn7 DDE FP	2	-3	1
Rev-erbA mod	9	-1	-3
PLC-beta3 inh	-3	2	-3

# The list itself, from the start:
1) CCN(CC)S(=O)(=O)c1cc(C(=O)OCC(=O)c2ccc3c(c2)NC(=O)CO3)ccc1F
2) CCN=C(NCC)SC1CC(=O)N(c2ccc(OCC)cc2)C1=O (stereo not given)
3) CN(C)C1=NC[C@H](Cc2ccccc2)N1CCc1cccc(F)c1
4) O=C(Nc1cccnc1)c1c(F)c(F)c(F)c(F)c1F
5) COc1ccc(CCNC(=O)C2CC(=O)N(C3CCCC3)C2)cc1OC (stereo not given)
6) O=C(CCn1nc(-c2ccccc2)ccc1=O)N1CCN(c2ccccn2)CC1
7) O=C(Cc1ccccc1)N1CCN(S(=O)(=O)c2cccc([N+](=O)[O-])c2)CC1
8) CC(=O)N/C(=C\c1ccc(F)cc1)C(=O)OCc1ccccc1
screen / no.	1	2	3	4	5	6	7	8
sPLA2-III inh	-12	-3	7	3	8	-6	8	13
PLCg1 inh	1	0	0	2	4	0	-2	5
KLK7 zymogen act	-0.5	0.9	-0.2	-0.1	0.6	-0.4	-0.1	-0.4
DDE Tn6 FP inh	2	5	0	-2	9	1	2	-4
UHRF1 MBD2 ctr	-1	-1	6	0	0	0	2	5
ASAP1 GAP inh	13	0	6	5	-8	-7	12	9
ARFGAP1 inh	-4	-7	0	5	-7	-9	8	9
Tn7 DDE FP	2	-3	1	-8	1	3	2	1
Rev-erbA mod	9	-1	-3	-7	-2	-6	nt	-3
PLC-beta3 inh	-3	2	-3	-21	-1	3	-8	0

9) C(#CC1=CCCCC1)CNCC1CC1
10) N#Cc1c2ccc([N+](=O)[O-])cc2[n+]([O-])n1-c1ccccc1
11) O=C(O)c1cc(-c2ccc(/C=N/Nc3ccc(Cl)cc3)o2)ccc1Cl
12) O=c1[nH][nH]c2c1[C@H](CCc1cccc(Cl)c1)O[C@H](C1CCCC1)C2
13) CC(=O)c1ccc(OCCCC(=O)N(CCC2=CCCCC2)c2c(N)n(Cc3ccccc3)c(=O)[nH]c2=O)cc1
14) CCOC(=O)N1CCN(CCC(=O)Nc2ccc(Br)c(C)c2)CC1
15) CN1C(=O)/C(=C\C=C2/CCCN2C)N(C)C1=S
16) Cc1c(C(=O)Nc2ccc(F)cc2)c2ccccn2c1CCc1ccncc1
screen / no.	9	10	11	12	13	14	15	16
sPLA2-III inh	-1	-3	-8	-39	-7	-4	-2	-10
PLCg1 inh	-4	0	-88	0	2	-1	-3	-47
KLK7 zymogen act	0.7	0.1	-2.8	0.7	0.0	0.4	-0.4	-1.1
DDE Tn6 FP inh	-5	6	5	-10	8	1	1	3
UHRF1 MBD2 ctr	-3	-1	-6	-7	0	2	-1	4
ASAP1 GAP inh	nt	5	6	-3	13	-18	-3	-5
ARFGAP1 inh	nt	-4	-12	5	-4	1	3	-3
Tn7 DDE FP	3	-7	0	5	6	-3	0	-2
Rev-erbA mod	2	11	-2	-2	-2	-4	1	2
PLC-beta3 inh	-8	-4	-143	-4	-1	-9	-2	-58

17) CCCCc1c(O)nc(SCC(=O)c2ccccc2)n(-c2ccccc2)c1=O
18) CCOC(=O)c1cc(-c2ccc(F)cc2)n(CC(=O)NCc2ccccn2)c1C
19) CCCCC(=O)NC(c1ccco1)c1cc(Cl)c2cccnc2c1O (stereo not given)
20) O=C(Nc1c(F)c(F)c(F)c(F)c1F)C1CCCCC1
21) COc1cc(OC)c(OC)cc1NC(=O)CC1COc2ccccc2O1 (stereo not given)
22) CC(=O)c1cnn(-c2cc(Oc3cccc(C)c3)ncn2)c1C
23) O=S(=O)(Nc1nc2ccccc2nc1Cl)c1ccc2c(c1)OCCO2
24) c1ccc2c(c1)C(=NCC1CCCO1)NC2=NCC1CCCO1 (stereo not given)
screen / no.	17	18	19	20	21	22	23	24
sPLA2-III inh	-12	2	23*	-2	-4	-3	-12	-2
PLCg1 inh	-2	-1	-32	4	0	3	-11	-5
KLK7 zymogen act	0.5	-0.1	-0.1	-0.8	0.1	0.5	0.7	0.6
DDE Tn6 FP inh	3	-5	2	-4	4	-2	0	-3
UHRF1 MBD2 ctr	1	1	-12	2	-2	1	-1	0
ASAP1 GAP inh	9	2	-12	-2	1	1	-9	-8
ARFGAP1 inh	-4	9	-8	6	0	9	7	5
Tn7 DDE FP	-1	0	-1	-6	9	0	2	-3
Rev-erbA mod	-4	-5	-8	-2	-1	0	-3	0
PLC-beta3 inh	-3	0	-27	5	0	3	-15	-4

25) COC(=O)[C@H](CC(C)C)N(CCc1cn(Cc2ccccc2)nn1)S(=O)(=O)c1ccc(F)cc1Br
26) CC/C(=N/Nc1cccc(Cl)c1)c1cnnc(SC)n1
27) O=C(COc1ccc(F)cc1)Nc1ccccc1N1CCOCC1
28) Cc1ccc(/C=C(\C#N)C(=O)NCCN2CCOCC2)cc1
29) O=C1CN(C(=O)c2cnccn2)c2ccccc2N1
30) Cc1c(F)cccc1NC(=O)CSCC(=O)Nc1ccccc1
31) CCCCc1ccc2nc(NC(=O)c3ccco3)sc2c1
32) CC(C)N=C(N)N=C(N)Nc1ccc(Cl)cc1
screen / no.	25	26	27	28	29	30	31	32
sPLA2-III inh	-11	-3	-2	4	5	1	-43	1
PLCg1 inh	2	1	3	0	-2	7	-47	-2
KLK7 zymogen act	0.1	0.1	-0.2	1.0	0.0	1.0	nt	0.2
DDE Tn6 FP inh	-4	-1	4	6	0	1	-5	7
UHRF1 MBD2 ctr	1	-6	-1	3	-2	1	0	0
ASAP1 GAP inh	nt	-7	12	-9	-5	6	nt	-9
ARFGAP1 inh	nt	4	6	12	-8	-4	nt	2
Tn7 DDE FP	4	-1	-3	0	-7	1	-1	1
Rev-erbA mod	11	-20	-7	-6	0	0	13	-5
PLC-beta3 inh	2	1	-3	-6	0	7	-69	4

# Some entries already given with just Rev-erbA mod and ARFGAP1 inh:
entry | mol | Rev-erbA mod | ARFGAP1 inh
5 | COc1ccc(CCNC(=O)C2CC(=O)N(C3CCCC3)C2)cc1OC (stereo not given) | -2 | -7
27 | O=C(COc1ccc(F)cc1)Nc1ccccc1N1CCOCC1 | -7 | 6

# The results go on:
33) COc1ccccc1OCCOCCn1cnc2ccccc2c1=O
34) CCN1CCSc2ccc(C(=O)NCc3ccc(OC(C)C)cc3)cc21
35) OC(c1ccc(F)cc1)c1nc(-c2cccs2)cs1 (stereo not given)
36) Fc1ccccc1NC(=S)N(CCN1CCCCCC1)Cc1cccs1
37) CCN1C(=O)[C@@H]2[C@H](C1=O)[C@@H]1C(=O)Nc3ccccc3C(=O)N1[C@@H]2c1cccc(C)c1
38) CCOC(=O)Cc1csc(/N=C/c2c(O)n(-c3ccccc3C(F)(F)F)c(=O)c3ccccc23)n1
39) COc1ccc(/C=C2\SC(=O)N(CCC(=O)N3CCCCC3CCO)C2=O)cc1 (stereo not given)
40) CC(=O)NCCc1nc2cc(NC(=O)COc3cccc(C)c3)ccc2n1C
screen / no.	33	34	35	36	37	38	39	40
sPLA2-III inh	-2	8	3	3	7	-10	4	3
PLCg1 inh	1	i	-1	2	-11	i	-1	3
KLK7 zymogen act	-0.5	-16	0.0	-0.2	-5.1	0.6	-0.1	-0.3
DDE Tn6 FP inh	6	-3	-8	-7	6	3	5	0
UHRF1 MBD2 ctr	2	0	1	0	3	-3	-3	2
ASAP1 GAP inh	12	4	-6	0	15	8	-9	8
ARFGAP1 inh	2	-16	10	3	-6	1	-2	7
Tn7 DDE FP	10	0	1	-2	-8	1	9	0
Rev-erbA mod	1	-1	-3	4	3	-3	0	-2
PLC-beta3 inh	0	i	-2	0	-15	i	-2	-38

41) CCCCCCC[C@H](N)[C@H](O)C(=O)N(C)[C@@H](CCS(C)=O)C(=O)N[C@@H](Cc1ccc(O)cc1)C(=O)O (stereo not given in full)
42) COCCNc1nc(Oc2cccc(NC(C)=O)c2)c2sc(-c3ccccc3)cc2n1
43) CCOc1ccc(NS(=O)(=O)c2ccc(C(=O)N3CCCC3)cc2)cc1
44) O=C(Nc1cccc(Cl)c1)c1ccccc1NC(=O)C1CCCCC1C(=O)O (stereo not given)
45) O=C(c1ccc(S(=O)(=O)c2ccccc2)cc1)N1CCCCCC1
46) CCN(Cc1nc(-c2ccc(OC)c(OC)c2)no1)C(=O)c1ccc2c(c1)OCO2
47) COc1cccc(/C=N/NC(=O)c2ccccc2NC(=O)c2ccco2)c1OC
48) CC1CCC(NC(=O)c2cc(C3CC3)nn2-c2ccccc2)CC1 (stereo not given)
screen / no.	41	42	43	44	45	46	47	48
sPLA2-III inh	5	6	1	-1	5	-3	-11	-1
PLCg1 inh	-1	0	-1	-39	0	-2	-8	2
KLK7 zymogen act	nt	-0.3	-0.3	0.8	-0.5	0.5	0.4	0.0
DDE Tn6 FP inh	4	-2	0	2	0	-1	4	6
UHRF1 MBD2 ctr	17	2	2	0	3	-2	-2	1
ASAP1 GAP inh	nt	7	-7	-11	-21	-2	-13	3
ARFGAP1 inh	nt	10	2	-2	-11	2	3	-18
Tn7 DDE FP	5	5	6	-1	3	4	4	3
Rev-erbA mod	3	1	-1	1	2	-9	-14	-3
PLC-beta3 inh	0	6	-10	-48	-1	-2	-16	-5

49) O=C(COC(=O)c1ccc(Br)o1)c1ccc(S(=O)(=O)N2CCCCC2)cc1
50) COc1ccc(OCCCC(=O)NC(C)c2ccccc2)cc1 (stereo not given)
51) CCOc1ccc(NC(=O)Nc2ccc3c(c2)CCC3)cc1
52) COc1ccccc1-n1cnnc1SCC(=O)c1cc(C)n(Cc2cccs2)c1C
53) Cc1ccc(C)c(N/C(N)=N/c2nc(C)cc(C)n2)c1
screen / no.	49	50	51	52	53
sPLA2-III inh	-9	9	3	-9	4
PLCg1 inh	2	7	1	-1	4
KLK7 zymogen act	-0.3	0.7	-0.2	0.1	-0.1
DDE Tn6 FP inh	7	5	3	-7	1
UHRF1 MBD2 ctr	-2	6	-1	1	7
ASAP1 GAP inh	8	6	12	5	12
ARFGAP1 inh	-8	-7	0	7	6
Tn7 DDE FP	-11	-4	-3	-4	0
Rev-erbA mod	3	5	-2	-4	2
PLC-beta3 inh	-6	6	-7	-4	2
